NCI-60 one-dose screen, 48 h, at 10 µM unless noted. Numbers give growth in % (100 = growth as untreated, 0 = no growth, -100 = all killed).
DU-145 = DU-145 prostate cancer | actives 4.2% (n = 81,000)
SF-539 = SF-539 CNS cancer | actives 6.8% (n = 81,000) | AID 1794752
SF-295 = SF-295 CNS cancer cells | actives 5.6% (n = 79,000) | AID 1794758
U251 = U251 CNS tumor cells; actives 5.4% (n = 80,000); AID 1794753
786-0 = 786-0 renal cancer cells; actives 5.1% (n = 81,000); AID 1794775
PC-3 = PC-3 prostate cancer cells. actives 3.9% (n = 80,000). AID 1794754
SF-268 = SF-268 CNS cancer cells; AID 1794759; actives 3.1% (n = 82,000)
SN12C = SN12C renal cancer cells; AID 1794767; actives 3.8% (n = 81,000)
UO-31 = UO-31 renal cancer | actives 5.2% (n = 81,000)
The depositor's hits bear a star; x = no result given; & = joins results of further samples. The calls were made as follows: active = growth percent below 10; inactive = the rest. An excerpt; count on the stated rates, not on these rows.

SMILES	DU-145	SF-539	SF-295	U251	786-0	PC-3	SF-268	SN12C	UO-31
COc1cc2c(cc1OC)[C@H]1C[C@H](O)CN1CC2	107	96	110	103	104	103	99	99	90
NCCc1ccc2c(c1)OCO2	114	94	100	99	102	95	106	100	100
Nc1nc(N)nc(Cl)n1	109	91	105	93	110	88	103	94	81
CNC(Cc1ccccc1)c1ccc(OC)cc1 (centres undefined)	110	98	93	99	96	87	98	96	93
Nc1cccc2c1Oc1ccccc1O2	120	112	119	100	99	85	176	106	201
COC(=O)C1=C(O)c2[nH]c3ccccc3c2C2(C)CCCC1C2 (centres undefined)	107	97	100	94	97	82	86	91	66
CC(Cl)CNCc1ccccc1 (centres undefined)	106	97	94	95	97	77	95	95	75
O=C1NC(=S)NC(=O)C1=Cc1ccc(OCC(=O)N2CCCC2)cc1	110	94	100	90	101	102	97	98	81
NS(=O)(=O)c1nc[nH]c1[N+](=O)[O-]	111	100	108	119	102	86	103	102	85
CC[C@H](C)[C@H](NC(=O)CN(C)C)C(=O)N(C)[C@H](C(=O)NC12C3C4C1C1C2C3C41C(=O)N[C@@H](Cc1ccccc1)C[C@H](C)C(=O)OC)C(C)C (some centres undefined)	108	98	104	91	101	78	98	103	94
COc1ccc(/C=C/C(=O)c2nc3ccccc3n2Cc2ccc(Br)cc2)cc1OC	106	96	102	104	97	101	95	112	89
CCOC(=O)N1C2CCCCC21 (centres undefined)	107	115	88	103	99	95	100	105	94
Clc1ccc(NP(Br)(c2ccccc2)(c2ccccc2)c2ccccc2)cc1	89	93	x	71	74	83	89	77	72
O=C1OC(Cl)c2ccccc21 (centres undefined)	102	97	105	103	x	93	102	108	95
CC(C)=CCC/C(C)=C\COC(=O)Cc1ccccc1	98	105	97	113	103	106	97	103	81
O=C1NCCCCC1(Br)Br	122	105	97	104	104	99	113	107	85
O=C1c2ccccc2C(=O)c2c1ccc1ccccc21	117	92	96	96	115	83	111	93	54
COc1cc(C=C(Br)Br)cc2c1OCO2	105	106	98	107	95	98	97	104	98
COC(=O)C(Cl)Cl	113	98	x	98	100	98	118	104	97
C[C@H]1[C@H]2CO[C@@H](O)C3C4Cc5c([nH]c6ccccc56)[C@H](C[C@H]32)N41	105	100	99	104	102	91	100	102	73
COc1ccc(-c2nc3c(s2)CC[C@@]2(C)C3=CC[C@H]3[C@@H]4CC[C@H](O)[C@@]4(C)CC[C@@H]32)cc1	109	100	105	100	99	105	98	100	89
CC(=O)c1ccc(C(=O)NCC2CCC3(CC2)OOC2(CCCCC2)OO3)cc1	33	67	95	64	-70*	71	88	78	-78*
S=C(NCCN1CC1)Nc1cccc2ccccc12	100	112	99	98	115	92	94	112	84
C=CCC1(CCC)C(=O)NC(=O)NC1=O	128	103	124	101	109	90	122	95	96

Reformatted with values under each structure: 22 of the compounds above
Sequence of screens: DU-145	SF-539	SF-295	U251	786-0	PC-3	SF-268	SN12C	UO-31
COc1cc2c(cc1OC)[C@H]1C[C@H](O)CN1CC2
 : 107	96	110	103	104	103	99	99	90
NCCc1ccc2c(c1)OCO2
 : 114	94	100	99	102	95	106	100	100
Nc1nc(N)nc(Cl)n1
 : 109	91	105	93	110	88	103	94	81
CNC(Cc1ccccc1)c1ccc(OC)cc1 (centres undefined)
 : 110	98	93	99	96	87	98	96	93
Nc1cccc2c1Oc1ccccc1O2
 : 120	112	119	100	99	85	176	106	201
COC(=O)C1=C(O)c2[nH]c3ccccc3c2C2(C)CCCC1C2 (centres undefined)
 : 107	97	100	94	97	82	86	91	66
CC(Cl)CNCc1ccccc1 (centres undefined)
 : 106	97	94	95	97	77	95	95	75
O=C1NC(=S)NC(=O)C1=Cc1ccc(OCC(=O)N2CCCC2)cc1
 : 110	94	100	90	101	102	97	98	81
NS(=O)(=O)c1nc[nH]c1[N+](=O)[O-]
 : 111	100	108	119	102	86	103	102	85
CC[C@H](C)[C@H](NC(=O)CN(C)C)C(=O)N(C)[C@H](C(=O)NC12C3C4C1C1C2C3C41C(=O)N[C@@H](Cc1ccccc1)C[C@H](C)C(=O)OC)C(C)C (some centres undefined)
 : 108	98	104	91	101	78	98	103	94
COc1ccc(/C=C/C(=O)c2nc3ccccc3n2Cc2ccc(Br)cc2)cc1OC
 : 106	96	102	104	97	101	95	112	89
CCOC(=O)N1C2CCCCC21 (centres undefined)
 : 107	115	88	103	99	95	100	105	94
Clc1ccc(NP(Br)(c2ccccc2)(c2ccccc2)c2ccccc2)cc1
 : 89	93	x	71	74	83	89	77	72
O=C1OC(Cl)c2ccccc21 (centres undefined)
 : 102	97	105	103	x	93	102	108	95
CC(C)=CCC/C(C)=C\COC(=O)Cc1ccccc1
 : 98	105	97	113	103	106	97	103	81
O=C1NCCCCC1(Br)Br
 : 122	105	97	104	104	99	113	107	85
O=C1c2ccccc2C(=O)c2c1ccc1ccccc21
 : 117	92	96	96	115	83	111	93	54
COc1cc(C=C(Br)Br)cc2c1OCO2
 : 105	106	98	107	95	98	97	104	98
COC(=O)C(Cl)Cl
 : 113	98	x	98	100	98	118	104	97
C[C@H]1[C@H]2CO[C@@H](O)C3C4Cc5c([nH]c6ccccc56)[C@H](C[C@H]32)N41
 : 105	100	99	104	102	91	100	102	73
COc1ccc(-c2nc3c(s2)CC[C@@]2(C)C3=CC[C@H]3[C@@H]4CC[C@H](O)[C@@]4(C)CC[C@@H]32)cc1
 : 109	100	105	100	99	105	98	100	89
CC(=O)c1ccc(C(=O)NCC2CCC3(CC2)OOC2(CCCCC2)OO3)cc1
 : 33	67	95	64	-70*	71	88	78	-78*

Next records
SMILES	DU-145	SF-539	SF-295	U251	786-0	PC-3	SF-268	SN12C	UO-31
CN(C)C(=O)Oc1ccc(Cl)cc1Cl	106	106	105	101	100	101	102	96	89
O=C(Nc1ccc([As]=[As]c2ccc(NC(=O)c3ccccc3)cc2)cc1)c1ccccc1 (centres undefined)	-96*	-91*	-53*	-79*	-94*	-86*	-91*	x	-97*
COC(=O)[C@@H](C)C[C@H](Cc1ccccc1)NC(=O)c1csc([C@@H](C[C@H](C(C)C)N(C)C(=O)[C@@H](NC(=O)[C@H]2CCCCN2C)C2CC2)OC(C)=O)n1	2.3*	-0.6*	9.0*	14	22	27	33	44	39
Cc1ccccc1NC(=O)NCCN1CC1	104&100	100&101	100&95	100&96	97&117	91	98&108	104&108	86&103
CC(Nc1ccccc1)C(=O)N1CC1 (centres undefined)	111	100	101	105	106	96	107	95	93
CC(C)c1cccc(C(C)C)c1OCCN1CCCCC1	x	107	83	100	98	95	104	101	85
O=P(O/C(=C\c1ccccc1)c1ccccc1)(c1ccccc1)c1ccccc1	101	105	59	x	83	65	91	92	74
ClC(Cl)(Cl)Sn1cccn1	x	105	101	x	107	99	x	x	86
CCOP(=O)(Cc1ccccc1)OCC	122	117	103	115	110	106	110	99	96
CC(CN(CCCl)Cc1ccccc1)Oc1ccccc1 (centres undefined)	107	101	100	97	97	100	104	98	91
CC(=O)O[C@@H]1C[C@H]2C(C)(C)C(=O)C=C[C@]2(C)[C@H]2CC[C@]3(C)C(=CC(=O)O[C@H]3c3ccoc3)[C@@]21C	81	83	82	83	85	78	91	81	87
CC(=O)O[C@H](C[C@H](C(C)C)N(C)C(=O)[C@@H](NC(=O)[C@H]1CCCCN1C)C(C)C)c1nc(C(=O)N[C@@H](Cc2ccccc2)C[C@H](C)C(=O)O)c(CCOCc2ccccc2)s1	-9.3*	-32*	-20*	12	7.1*	22	12	9.8*	32
CN1CCN(C(=O)COc2ccc(C=C3C(=O)NC(=S)NC3=O)cc2)CC1	106	95	99	92	101	106	99	105	86
N#C[C@@H](O[C@@H]1O[C@H](CO)[C@@H](O)[C@H](O)[C@H]1O)c1ccccc1	102	104	100	99	104	93	96	105	91
C=CC(CN1CC1)OC(C)=O (centres undefined)	112	95	108	122	95	112	101	121	105
CCCCOP(=O)(N1CCCC1)N1CCCC1	106	103	x	98	96	105	105	97	87
COC(=O)CC[C@H](Cc1ccccc1)NC(=O)c1csc([C@@H](C[C@H](C(C)C)N(C)C(=O)[C@@H](NC(=O)[C@H]2CCCCN2C)C(C)C)OC(C)=O)n1	39	9.4*	32	12	35	40	27	44	50
O=C1NC(=O)C(=Cc2cn(Cc3ccccc3)c3ccccc23)C(=O)N1	100	89	37	84	104	84	91	89	72
CC(C)NC(C)(C)C(=O)c1ccccc1	108	98	98	103	100	96	88	93	101
CC(=O)O[C@@H]1CC[C@]2(C)[C@H]3CC[C@]4(C)C(=O)CC[C@H]4[C@@H]3C[C@@H]3SC(c4cccc(C)c4)=N[C@@]32C1	104	96	102	95	109	100	103	99	95
CCCCCN1CCN(Cc2ccc(Br)cc2)CC1	106	91	96	91	81	87	95	84	66
COc1ccc(CN2CCN(C(=O)COc3ccc(Cl)cc3)CC2)cc1	104	96	85	91	93	82	96	x	71
CC(C)NC(C)Cc1ccc(O)c(O)c1 (centres undefined)	100	95	111	96	109	98	93	93	81
CN[C@]1(c2ccccc2Cl)CCCC[C@H]1NCCCN1CCN(C)CC1	108	95	102	103	92	91	94	97	76
CCOc1cc(/C=N\Nc2nnc(C)n2N)c(C)cc1N(CCCl)CCCl	28	35	-27*	14	13	7.2*	28	17	-42*
CCCCC(=O)c1cc(OC)cc(OC)c1	111	90	94	x	100	100	107	94	93
COC(=O)C1=C(OC)C(=O)OC12C(=O)N(C)c1ccc(Cl)cc12 (centres undefined)	111	111	80	102	109	91	96	103	67
NC(CCSC(c1ccccc1)c1ccccc1)C(=O)O (centres undefined)	111	95	94	x	107	100	110	106	95
O=C(O)c1ccccc1N(CCO)CCCl	103	85	100	95	107	88	103	98	88
COc1cc(C=C2C(=O)NC(=S)NC2=O)ccc1O	124	107	110	98	97	118	106	101	95
CCCCCN(CCCl)C1c2ccccc2-c2ccccc21	100	91	88	89	88	68	91	89	80
COC(=O)[C@H](Cc1ccccc1)NC(=O)c1csc([C@@H](C[C@H](C(C)C)N(C)C(=O)[C@@H](NC(=O)[C@H]2CCCN2C)C2CC2)OC(C)=O)n1	7.7*	-25*	-4.8*	13	32	13	24	33	41
Cc1cc(Cl)ccc1OCCCC(=O)O	109	93	99	103	105	100	98	109	95
c1ccc2c3c([nH]c2c1)CN1CCCCC1C3 (centres undefined)	105	100	103	105	110	89	97	91	74
ClC1=C(Cl)C2(Cl)C3C(Cl)C=CC3C1(Cl)C2(Cl)Cl (centres undefined)	114	108	106	99	110	84	105	100	81
CC(C)(c1cc(Cl)c(O)c(Cl)c1)c1cc(Cl)c(O)c(Cl)c1	114	104	101	114	111	99	107	107	87
CC(=O)[C@H]1CC[C@H]2[C@@H]3CC[C@@H]4C[C@H](O)CC[C@]4(C)[C@H]3CC[C@]12C	107	101	83	90	96	78	107	95	87
C[C@]12CC[C@H]3[C@@H](CCC4=CC(=O)CC[C@@H]43)[C@@H]1CC[C@@H]2OC(=O)c1ccccc1	93	95	108	77	96	38	89	108	82

Source: PubChem
